GPR35 arrestin U2OS: GPR35 antagonists blocking zaprinast-driven arrestin recruitment, primary screen, imaging, U2OS, beta-arrestin-GFP, zaprinast agonist (AID 2058) | U2OS GPR35 beta-arrestin-GFP translocation imaging, zaprinast antagonism; higher % means a stronger effect | inhibition, % at 10 µM, or IC50 in µM where a hit was titrated | 290,000 tested, 0.052% active | G-protein coupled receptor 35 (Homo sapiens);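 active means inhibition of at least 50% with at least 30 cells and total cytoplasm GFP at most 10,000,000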
NTR1 ag: agonists of NTR1, primary screen, imaging, U2OS cells, beta-arrestin-GFP, high content (AID 493036); NTR1-U2OS beta-arrestin-GFP spot imaging, agonist mode; 330,000 tested, 0.17% active; activation, % at 20 µM; Neurotensin receptor type 1 (Homo sapiens), P30989;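 active means activation at or above 40% of the spot to cytoplasm intensity ratio, with at least 20 cells analyzed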;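 further: 0% = DMSO without peptide and 100% = 100 nM NTR1 peptide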
Target sequence (P30989 whole entry, looked up): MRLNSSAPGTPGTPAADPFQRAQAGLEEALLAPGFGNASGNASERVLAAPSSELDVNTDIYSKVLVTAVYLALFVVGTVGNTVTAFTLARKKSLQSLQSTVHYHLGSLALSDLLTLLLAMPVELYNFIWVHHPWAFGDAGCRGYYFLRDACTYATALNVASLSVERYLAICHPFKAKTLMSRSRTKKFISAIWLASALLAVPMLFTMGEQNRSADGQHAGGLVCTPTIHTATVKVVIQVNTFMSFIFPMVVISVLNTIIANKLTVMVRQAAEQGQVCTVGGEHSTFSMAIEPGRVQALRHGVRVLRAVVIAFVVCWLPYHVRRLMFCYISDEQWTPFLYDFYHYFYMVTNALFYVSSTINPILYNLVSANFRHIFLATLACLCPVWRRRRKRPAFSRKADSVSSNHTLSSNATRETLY
NOD1 NF-kB reporter: NOD1 signaling inhibitors, primary screen, cell-based, luminescence, uHTS (AID 1578) | NOD1-driven NF-kB luciferase reporter cells, luminescence; higher % means a stronger effect | one-dose inhibition, % at 4 µM; EC50 in µM for titrated hits | 290,000 tested, 1% active; in the data active means inhibition mostly above about 36%, no sharp cut-off; inactive means mostly below about 34%;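 further: HEK-293T reporter cells stimulated with the NOD1 agonist gamma-tri-DAP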
KOR beta-arrestin-1: KOR agonists, beta-arrestin recruitment, primary screen, cell-based, luminescence, uHTS (AID 1777); KOR beta-arrestin recruitment, luminescence; higher % means a stronger effect; activation, % at 10 µM; hits with a dose series show EC50 in µM; 280,000 tested, 0.02% active; Kappa-type opioid receptor (Homo sapiens); in the data active means activation above about 50%, passing the limit was not always enough; further: a part of the inactive calls stands beside numbers as strong as those of hits
KOR beta-arrestin-2: KOR antagonists, beta-arrestin recruitment, cell-based, luminescence, uHTS (AID 1778); one-dose inhibition, % at 10 µM; IC50 in µM for titrated hits; 290,000 tested, 0.091% active; KOR beta-arrestin recruitment, luminescence, antagonist mode; higher % means a stronger effect; Kappa-type opioid receptor (Homo sapiens); in the data active means inhibition above about 50%; further: strong numbers were not always called active
MgcRacGAP inhibition: MgcRacGAP GTPase-activating activity inhibitors, confirmation, biochemical, ADP Hunter fluorescence. Rac GTPase-activating protein 1 (Homo sapiens). MgcRacGAP-stimulated Rac1 GTP hydrolysis, ADP Hunter fluorescence; higher % means a stronger effect; GST-tagged Rac1 F28L mutant substrate. one-dose inhibition, % at 30 µM; IC50 in µM for titrated hits. 340,000 tested, 0.6% active. AID 624330, 2012;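 active means first-screen hits whose inhibition reached a set limit at any dose in the follow-up dose series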;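 further: fluorescence reports GDP produced by GAP-driven GTP hydrolysis; strong numbers were not always called active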
UTI89 phage lysis: inhibition of K1F phage lysis, E. coli UTI89, bacterial capsule biogenesis inhibitors, alamar blue (AID 488966); E. coli UTI89 K1F phage lysis, alamar blue, 2 h; higher % means a stronger effect; inhibition, % at 100 µM, or IC50 in µM where a hit was titrated; 340,000 tested, 0.02% active;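 active means phage lysis inhibition, versus mean bacterial control, above a set limit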;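 further: capsule biogenesis inhibitors block K1F phage lysis so surviving cells raise fluorescence; higher fluorescence means more inhibition of phage lysis; actives were called in the ten point dose series up to 300 µM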
GPR55 LPI antagonism: GPR55 antagonists blocking LPI-driven arrestin recruitment, primary screen, imaging, U2OS, beta-arrestin-GFP, LPI agonist (AID 2013). G-protein coupled receptor 55 (Homo sapiens). U2OS GPR55 beta-arrestin-GFP translocation imaging, LPI antagonism; higher % means a stronger effect. inhibition, % at 10 µM; hits with a dose series show IC50 in µM. 290,000 tested, 0.13% active;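 active means spots per cell inhibited over 60%, with over 100 cells counted and total cytoplasm intensity under 500,000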;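 further: U2OS cells stably carrying GPR55 and arrestin-GFP stimulated by 5 µM LPI near EC80; imaged beta-arrestin-GFP aggregate spots per cell after agonist stimulation; plate controls were LPI-stimulated DMSO wells for no effect and DMSO wells without LPI for full effect; some results filed as inactive read as strong as hits; confirmed hits need IC50 under 10 µM and bright autofluorescent wells are also inconclusive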
GPR55 beta-arrestin: GPR55 agonists via beta-arrestin recruitment, primary screen, imaging, U2OS cells, beta-arrestin-GFP redistribution (AID 1961); G-protein coupled receptor 55 (Homo sapiens); U2OS GPR55 beta-arrestin-GFP redistribution imaging; higher % means a stronger effect; activation, % at 10 µM, or EC50 in µM where a hit was titrated; 290,000 tested, 0.048% active;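 active means activation above 40% with more than 50 cells counted in the well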;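 further: U2OS osteosarcoma cells stably expressing GPR55 and beta-arrestin-GFP; plate controls were DMSO negative control for no effect and LPI positive control for full effect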
NTR1 ag cell count 20 µM: further read-out of NTR1 ag, marked with its call; cell count; measured here: cell count, cytotoxicity flag
* marks the source's active call; other numbers are inactive results; i = inactive; / = no result given; [ ] = dose if it differs, or a comment. An excerpt; the hit share may differ from the screen's.

The line under a structure holds: GPR35 arrestin U2OS | NTR1 ag | NTR1 ag cell count 20 µM | NOD1 NF-kB reporter | KOR beta-arrestin-1 | KOR beta-arrestin-2 | MgcRacGAP inhibition | UTI89 phage lysis | GPR55 LPI antagonism | GPR55 beta-arrestin
1: CCCCC(=O)Nc1ccc(NC(=O)C(C)C)cn1
  3% | 2.1 | 9 | 20% | -4.2% | 6% | 5% | 7.4% | -5% | 0.0%
2: Cc1ccc(NC(=O)CC2CCCC2)c(Br)c1
  9% | 2.0 | 47 | -4% | -2.7% | -20% | 6% | 0.6% | 9% | -0.2%
3: O=C(Nc1nnc(C2=COCCO2)o1)c1ccc(Cl)cc1
  -1% | 0.1 | 58 | -41% | 1.0% | 19% | 4% | i | 6% | 0.8%
4: O=C(OCc1ccccc1)N1CCOCCN(C(=O)OCc2ccccc2)CCOCC1
  6% | 1.5 | 54 | -27% | / | 4%[20 µM] | -1% | 3.1% | -3% | -0.1%
5: CCC(NC(=O)c1ccccc1O)c1ccccc1 (stereo not given)
  -3% | -0.4 | 88 | -1% | 2.3% | 12% | 9% | 0.2% | -3% | -0.1%
6: COc1ccc(C(CC(=O)O)NC(=O)COc2ccccc2)cc1OC (stereo not given)
  9% | -0.4 | 49 | / | 1.0% | -20% | 6% | 0.4% | 19% | -0.1%
7: Cc1cccc(C)c1NC(=O)CS(=O)CC(=O)NC1CCN(Cc2ccccc2)CC1 (stereo not given)
  -6% | 0.7 | 94 | 10% | 3.0% | 15% | 4% | -0.4% | -1% | -0.1%
8: COc1ccc(N(CC(=O)NCCSCc2ccco2)S(=O)(=O)c2ccccc2)cc1Cl
  6% | 0.2 | 64 | 11% | -0.9% | -3% | 7% | -0.2% | 12% | 0.0%
9: O=C(CSCc1c(F)cccc1Cl)NCCc1ccccc1
  21% | 0.2 | 66 | -19% | 1.5% | -47%[20 µM] | 6% | 0.0% | -7% | 0.8%
10: CCn1cc(CNC(=O)/C=C/c2ccc([N+](=O)[O-])cc2)c(C)n1
  -3% | 1.5 | 61 | 11% | -2.1% | -17% | 2% | 0.2% | 5% | -0.1%
11: O=C(CSCc1nc2ccccc2[nH]1)Nc1ccc(Oc2ccccc2)cc1
  -11% | 2.0 | 73 | -6% | -3.3% | 19% | 6% | 1.8%[50 µM] | 1% | -0.3%
12: Nc1nc(NCc2ccccc2)nc(Nc2ccc(F)cc2)c1[N+](=O)[O-]
  22% | 0.1 | 69 | -27% | 1.0% | -13% | 6% | 0.6% | -15% | 0.0%
13: CCOC(=O)/C(=N\Nc1cccc(C(F)(F)F)c1)N1CCOCC1
  8% | 0.2 | 46 | -7% | 13% | 15% | 0% | 1.6% | -13% | -0.5%
14: Clc1ccccc1-c1nc(-c2ccccc2)n[nH]1
  9% | -0.7 | 70 | -29% | 2.2% | 8% | 7% | 0.9% | 8% | -2.3%
15: O=C(NC1CCCCCC1)C1c2ccccc2C(=O)N1Cc1ccco1 (stereo not given)
  -3% | 0.8 | 64 | 2% | -2.3% | 20% | 2% | 6.3% | -5% | -0.1%
16: COc1ccc2nc(N3C(=O)CC(Cc4ccc(C)cc4)C3=O)sc2c1 (stereo not given)
  0% | 1.8 | 38 | -11% | -5.6% | 13% | 10% | 0.3%[50 µM] | 7% | -0.3%
17: CCOc1cccc(/C=C2\NC(=S)N(c3ccccc3)C2=O)c1O
  24% | 2.9 | 88 | -3% | 6.5% | 31% | 18% | -0.1% | 6% | 0.0%
18: CCc1cc2cc(C)ccc2nc1SCC(=O)NC1CCCC1
  0% | 6.8 | 32 | -6% | 3.8% | -22% | -1% | 0.0% | 9% | 0.3%
19: O=C(CC(=O)Nc1cccc(Cl)c1Cl)Nc1cccc(Cl)c1Cl
  1% | 1.2 | 99 | -8% | -0.3% | 22% | 5% | -0.1% | 12% | -0.1%
20: COc1cc(/C(C#N)=C/c2ccccc2)c([N+](=O)[O-])cc1OC
  -2% | -2.0 | 55 | -10% | 0.5% | -6% | 15% | 1.9% | -1% | 0.3%
21: O=C(O)CC(NCc1ccco1)C(=O)OCCCl (stereo not given)
  7% | -0.5 | 42 | -29% | 4.2% | -8% | 6% | -0.2% | 8% | -0.2%
22: CCOc1ccc(CCNC(=O)c2ccc3c(=O)[nH]c4c(C(=O)NC(C)C)sc(=S)n4c3c2)cc1
  12% | 7.9 | 53 | / | 2.5% | -9% | 5% | 0.1% | 5% | -0.4%
23: COc1ccc(/C=N/Nc2ccc([N+](=O)[O-])cc2)cc1O
  -10% | 1.1 | 103 | -8% | -2.2% | -6% | / | 0.7%[50 µM] | 4% | -0.1%
24: O=c1cc(CO)oc(C(Nc2ccccn2)c2cccc(F)c2)c1O (stereo not given)
  26% | 3.9 | 45 | 1% | -3.3% | -35% | 0% | 0.3% | 10% | -0.3%
25: O=C(NC1CCCCC1)C(c1ccco1)N(CCc1ccccc1)C(=O)C(F)(F)F (stereo not given)
  -8% | -0.3 | 86 | -12% | 6.2% | -10% | -11% | -0.5% | 2% | -0.4%
26: C/C(=N\n1nnnc1Nc1ccccc1)c1ccc(N)cc1
  6% | 1.2 | 31 | 20% | -2.4% | 7% | / | / | -6% | -0.1%
27: Cc1nnc(SCC(=O)NC(=O)NCCC(C)C)s1
  -8% | 0.2 | 57 | -14% | -0.8% | 2% | / | / | 16% | 0.2%
28: CCN1C(=O)/C(=C\N2CCCc3ccccc32)SC1=S
  12% | 5.1 | 47 | -15% | 0.2% | 35% | 19% | 1.6% | 4% | -0.1%
29: O=C(Cc1ccccc1Cl)N1CCN(c2ncccn2)CC1
  -13% | 1.4 | 35 | -8% | -5.8% | 5% | -1% | -0.6% | -6% | -0.2%
30: Nc1c(N2CCCCC2)c(=O)[nH]c(=O)n1-c1ccccc1
  12% | -3.8 | 80 | -21% | -4.5% | 46% | 12% | 0.4% | -14% | -0.1%
31: Cc1nn(C)cc1/C=C/C(=O)c1ccccc1
  -4% | -0.1 | 80 | -44% | -1.0% | -17% | 5% | 0.8% | 2% | 0.2%
32: O=C(c1cccs1)N1CCCN(c2ncnc3scc(-c4ccccc4)c23)CC1
  -9% | 3.7 | 46 | -4% | -4.6% | 34% | -3% | i | 33% | -0.2%
33: CCCCn1c2c(c3ccccc31)CCc1nonc1-2
  -1% | -1.4 | 39 | 22% | 2.5% | -52% | 5% | -2.5% | -14% | -0.1%
34: CCc1ccc(NC(=O)c2cccc(C(=O)Nc3ccc(CC)cc3)n2)cc1
  -4% | -2.3 | 46 | -11% | 6.5% | -66% | 7% | 0.8%[50 µM] | 13% | -0.1%
35: O=C(NCc1ccc(F)cc1)C1CCN(S(=O)(=O)c2cccnc2)CC1
  11% | 0.0 | 43 | -18% | 4.2% | -44% | 8% | 0.5% | -1% | 0.7%
36: COc1ccc(/C=C/C(=O)Nc2ccccc2)cc1OC
  -8% | 0.0 | 65 | -72% | -0.5% | 1% | 8% | 0.0% | 0% | -0.1%
37: COc1cc(O)c2c(c1)COC2=O
  -2% | 0.2 | 65 | -14% | 2.1% | 12% | 5% | 8.8% | -18% | 0.1%
38: CC1(C)CC(=O)C(C(C2=C(O)CC(C)(C)CC2=O)c2cccc(O)c2)C(=O)C1 (stereo not given)
  5% | 1.6 | 72 | -6% | -1.0% | -19% | 8% | 0.5% | 5% | 0.3%
39: O=C(Nc1cccnc1)C1CC(c2ccccc2O)=NO1 (stereo not given)
  -3% | -0.6 | 45 | -12% | -9.4% | -28% | 5% | 0.1% | -4% | 1.1%
40: COCCSc1ccccc1C(=O)Nc1ccc([N+](=O)[O-])cc1OC
  -3% | -0.8 | 52 | -17% | -2.9% | -12%[20 µM] | 6% | -0.3% | -7% | 0.5%
41: O=C(N/N=C/c1ccccc1Cl)c1ccc(F)cc1
  10% | 2.7 | 52 | -17% | 1.1% | 10% | 5% | 2.2% | 3% | -0.1%
42: Cc1cc2oc(=O)cc(CN3CCCCC3)c2cc1C
  0% | 0.4 | 86 | -9% | 4.8% | -10% | 12% | 0.1% | 1% | 0.3%
43: COc1ccc(NC(=O)CSc2ccccn2)cc1OC
  3% | -0.3 | 45 | -26% | 6.5% | -34% | 9% | 1.9% | -12% | -0.1%
44: O=C(COC(=O)c1ccccc1NC(=O)c1ccco1)NC1CCCCC1
  1% | -0.2 | 70 | 15% | -0.1% | -7% | 5% | 0.3% | -4% | 0.0%
45: COC(=O)c1ccccc1C(=O)N1CC(O)CO1 (stereo not given)
  -10% | -0.7 | 75 | -12% | -4.9% | 10% | 9% | 0.1% | 11% | 0.0%
46: CCc1c(C)nc2cc(-c3cc(OC)cc(OC)c3)nn2c1N1CCN(CCN2CCOCC2)CC1
  4% | 1.7 | 63 | 43% | 4.0% | -21% | 11% | 0.4% | -18% | 0.5%
47: Cc1ccc(C)n1-c1nnc(N2CCC(C(=O)NCCCN3CCN(C)CC3)CC2)s1
  6% | 5.8 | 48 | -16% | -4.1% | 30%[20 µM] | 9% | 3.3% | -7% | -0.3%
48: S=C(NCC1CCCO1)Nc1cc(Cl)c(Cl)cc1Cl (stereo not given)
  8% | 2.2 | 35 | -21% | -3.2% | 1% | 6% | 0.4% | 16% | 0.2%
49: CCCCCCC(=O)N/N=C/Cc1ccccc1
  8% | 0.8 | 80 | 4% | 1.0% | -13% | 9% | -1.2% | -3% | -0.1%
50: O=C(NN1C(=O)c2ccccc2C1=O)C1CC2CCC1C2 (stereo not given)
  -5% | -0.4 | 39 | -10% | 7.4% | -6% | -15% | 5.1% | 4% | 0.1%
51: Nc1nc2nc(SCC(=O)N3CCCc4ccccc43)[nH]c2c(=O)[nH]1
  1% | -2.6 | 53 | -10% | -3.1% | -44% | / | / | 4% | -0.2%
52: CCOc1ccc(NC(=O)CCNC(=O)c2ccc(Br)cc2)cc1
  2% | -0.8 | 44 | -34% | 0.3% | -32% | 2% | 0.0% | 7% | 0.2%
53: CC(Cc1ccccc1)NC(=O)c1ccc([N+](=O)[O-])cc1 (stereo not given)
  -9% | 1.1 | 13 | -24% | -0.7% | -9% | 6% | 2.3% | 19% | 0.1%
